ARFGAP1 inh: rat ARFGAP1 inhibition. Q62848. Arfgap1-stimulated ARF1 GTP hydrolysis, GDP FP detection. inhibition, % at 16.5 µM. hit rate 0.26% among 360,000;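 active means inhibition above a per-plate limit, mean inhibition of low control wells plus 3 SD, cut at about 25% in these data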;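 further: 0% = DMSO wells with enzyme and 100% = wells lacking Arfgap1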
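Replicates: Single well per compound | Assay system: Truncated rat Arfgap1 GAP domain | Control set: No-Arfgap1 wells (100%) versus DMSO full-reaction wells (0%) | Times: Enzyme reaction 120 min at 25 °C after 20 min preincubation | Reagent: Human ARF1(Δ1-17)-GTP substrate | Measured by: Tracer-displacement fluorescence polarization with EDTA stop, 620/688 nm | Measure: Percent inhibition of Arfgap1-stimulated GTP hydrolysis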
TDP2 absorb: blocks human TDP2 phosphodiesterase activity | hit rate 0.34% among 370,000 | recombinant TDP2, T5PNP hydrolysis, p-nitrophenol absorbance 415 nm | inhibition, % at 12.8 µM;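 active means inhibition above the mean of all tested compounds plus 3 SD, set per campaign, cut at about 25% in these data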;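 further: 0% = DMSO with enzyme and 100% = buffer with substrate but no TDP2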
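Read-out basis: percent inhibition. System: recombinant human TDP2. Buffer or medium: Mg2+-containing Tris-HCl buffer, pH 7.5. Repeats: single replicate. Timing: reaction 2 h, 37 °C. Benchmarks: high control without enzyme, low control DMSO plus TDP2. Probe or stimulus: 5 mM T5PNP. Doses: 12.8 µM only. Measured by: epi absorbance of p-nitrophenol freed from T5PNP by hydrolysis.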
ASAP1 GAP inh: blocks human ASAP1-stimulated Arf1 GTP hydrolysis; inhibition, % at 16.5 µM; AID 624377; Q9ULH1; GDP FP detection; hit rate 0.19% among 360,000; in the data active means inhibition above about 25%;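 further: 0% = vehicle with enzyme and substrate and 100% = no enzyme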
ADAM17 inh: inhibitors of human ADAM17; P78536; recombinant ADAM17, EDANS/DABCYL FRET peptide cleavage; AID 720648; hit rate 0.83% among 370,000; inhibition, % at 6.95 µM;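 active means inhibition above the mean of compounds lying between control limits plus 3 SD, set per campaign, cut at about 8.5% in these data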;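 further: 0% = DMSO-only wells as the low control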
SIAE primary: inhibitors of human sialic acid acetylesterase SIAE. AID 1053197. inhibition, % at 9.66 µM. hit rate 0.69% among 370,000. SIAE FP-Rh probe binding, fluorescence polarization;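 active means inhibition above a cutoff: mean of compounds within the control limits plus 3 SD of those, cut at about 17% in these data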;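 further: 0% = plate median of compound wells and 100% = probe without SIAE protein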
DDE Tn6 FP inh: inhibitors of Tn6 peptide binding to human fibrin DD(E) | P02675 | inhibition, % at 8.3 µM | Fibrin DD(E) TRITC-Tn6 fluorescence polarization displacement | hit rate 0.21% among 370,000;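 active means inhibition above a per-campaign cutoff: mean of compounds within control limits plus 3 SD, cut at about 15% in these data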;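 further: 0% = median of all compound wells on the plate and 100% = blocking peptide control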
DDE Tn7 FP inh: disrupts Tn7 cyclic peptide binding to fibrin D-Dimer-E complex; AID 720508; hit rate 0.13% among 370,000; inhibition, % at 8.3 µM; FP displacement of FITC-Tn7 peptide from fibrin DD(E); 0% = median of compound wells per plate; P02675;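 active means inhibition above the mean of compounds falling within the control limits plus 3 SD of them, cut at about 14% in these data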;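 further: 0% = plate median of compound wells and 100% = 10 µM Aha-Tn7 peptide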
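Test system – human fibrin DD(E) · Times – 10 min preincubation, 3 h with tracer, room temperature · Detection – fluorescence polarization of the labelled Tn7 tracer · Measure – percent inhibition normalized to high-control wells · Benchmarks – high control wells with 10 µM unlabelled Aha-Tn7 peptide (full inhibition) · Repeats – singlicate testing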
PLC-beta3 inh: inhibitors of human phospholipase C beta3; Q01970; Purified PLC-beta3, fluorogenic substrate, fluorescence; inhibition, % at 12.2 µM; hit rate 0.18% among 370,000; AID 720704; in the data active means inhibition above about 11%;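 further: 0% = median of compound wells on plate and 100% = full blocker control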
ADAM10 inh: ADAM10 inhibition, QFRET primary screen. O14672. recombinant ADAM10, EDANS/DABCYL FRET peptide cleavage, 3 h. inhibition, % at 7 µM. hit rate 0.62% among 370,000;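 active means inhibition above a per-campaign cutoff equal to the mean of compounds falling between control-based bounds plus 3 SD, cut at about 20% in these data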;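 further: 0% = DMSO wells while the 100% control is not disclosed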
PLC-gamma1 inh: inhibitors of human phospholipase C gamma1; inhibition, % at 12.2 µM; P19174; purified PLC-gamma1, fluorogenic substrate, fluorescence; hit rate 0.84% among 370,000; in the data active means inhibition above about 9.5%
Target sequence (P19174 whole entry, looked up): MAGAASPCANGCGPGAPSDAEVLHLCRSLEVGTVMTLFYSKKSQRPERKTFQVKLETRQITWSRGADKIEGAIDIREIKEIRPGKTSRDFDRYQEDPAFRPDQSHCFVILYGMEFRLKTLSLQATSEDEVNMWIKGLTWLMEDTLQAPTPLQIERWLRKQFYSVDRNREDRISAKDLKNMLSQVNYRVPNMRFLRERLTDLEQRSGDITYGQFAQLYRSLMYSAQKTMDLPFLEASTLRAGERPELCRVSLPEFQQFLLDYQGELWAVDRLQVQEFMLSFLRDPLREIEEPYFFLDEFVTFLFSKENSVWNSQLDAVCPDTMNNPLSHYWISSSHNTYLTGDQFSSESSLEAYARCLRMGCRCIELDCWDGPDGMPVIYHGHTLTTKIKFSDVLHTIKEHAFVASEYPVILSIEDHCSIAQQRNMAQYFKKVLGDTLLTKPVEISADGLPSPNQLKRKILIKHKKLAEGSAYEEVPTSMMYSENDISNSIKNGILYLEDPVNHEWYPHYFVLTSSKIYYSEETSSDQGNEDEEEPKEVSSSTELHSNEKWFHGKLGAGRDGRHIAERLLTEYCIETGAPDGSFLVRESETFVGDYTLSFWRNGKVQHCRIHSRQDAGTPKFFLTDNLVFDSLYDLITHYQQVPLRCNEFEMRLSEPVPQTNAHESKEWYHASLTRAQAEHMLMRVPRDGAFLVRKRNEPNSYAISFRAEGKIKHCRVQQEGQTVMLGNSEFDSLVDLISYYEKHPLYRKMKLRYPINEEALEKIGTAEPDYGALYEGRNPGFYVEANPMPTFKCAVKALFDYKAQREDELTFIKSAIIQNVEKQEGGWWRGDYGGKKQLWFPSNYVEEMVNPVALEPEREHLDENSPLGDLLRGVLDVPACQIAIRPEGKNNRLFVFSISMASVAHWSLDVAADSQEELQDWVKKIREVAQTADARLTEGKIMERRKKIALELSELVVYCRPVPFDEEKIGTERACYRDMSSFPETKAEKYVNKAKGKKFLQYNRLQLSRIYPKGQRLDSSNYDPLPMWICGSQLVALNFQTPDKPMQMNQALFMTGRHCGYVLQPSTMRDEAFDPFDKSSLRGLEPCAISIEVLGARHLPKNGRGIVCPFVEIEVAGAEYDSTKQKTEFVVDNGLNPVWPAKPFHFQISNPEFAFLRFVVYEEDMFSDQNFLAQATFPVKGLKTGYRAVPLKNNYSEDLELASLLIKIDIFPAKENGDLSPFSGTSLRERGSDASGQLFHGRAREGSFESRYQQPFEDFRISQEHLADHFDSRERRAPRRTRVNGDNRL
* marks the source's active call; other numbers are inactive results; i = inactive; / = not tested or not shown. Rows are unselected; about 3.6% have a hit in one of these screens.

mol | ARFGAP1 inh | TDP2 absorb | ASAP1 GAP inh | ADAM17 inh | SIAE primary | DDE Tn6 FP inh | DDE Tn7 FP inh | PLC-beta3 inh | ADAM10 inh | PLC-gamma1 inh
CCC[C@H]1[C@@H](NCc2ccccc2)CC[C@@]23CCCN2C(=O)CCC[C@@H]13 | / | -6 | / | -2 | -1 | -2 | 0 | 4 | 1 | 0
COC(=O)C1=C(C)N(CC(C)C)C(=S)NC1c1cccc(Br)c1 (stereo not drawn) | 2 | 8 | -4 | 2 | 4 | 4 | 5 | -2 | 10 | 1
Cc1ccc(OCC(=O)N(Cc2cccc(F)c2)C2CCS(=O)(=O)C2)cc1 (stereo not drawn) | -6 | 16 | 4 | 1 | -2 | 5 | 7 | -8 | -1 | 3
COc1ccc(CCn2c(=O)c3cccnc3n(Cc3cccc([N+](=O)[O-])c3)c2=O)cc1OC | 8 | 2 | -13 | -3 | 2 | 5 | 3 | -3 | -1 | 3
CC(=O)CSc1nnc(-c2ccco2)n1-c1ccccc1 | 6 | 9 | 18 | 0 | -1 | 1 | -4 | -5 | -1 | 3
CCN1CCSc2ccc(C(=O)NCc3cccc(F)c3)cc21 | -8 | 10 | 6 | -437 | 7 | 4 | -3 | i | i | i
Cc1nn(C)c(Cl)c1CN1CCC(CO)(CC2CCCCO2)CC1 (stereo not drawn) | -1 | -11 | 4 | 1 | 1 | -1 | -12 | 3 | 7 | 6
CCSC(=S)Nc1c(C)n(C)n(-c2ccccc2)c1=O | 4 | 6 | 0 | 2 | 1 | 6 | 5 | 2 | -9 | -2
COc1ccc(C(=O)CC2SC(N)=NC2=O)cc1 (stereo not drawn) | 4 | 8 | 9 | -2 | -2 | -3 | -6 | -4 | 5 | 2
COc1cc2c(cc1OC)C(C)N(C(=O)c1cccc([N+](=O)[O-])c1)CC2 (stereo not drawn) | -10 | -4 | -9 | 2 | -3 | 6 | 5 | 1 | -2 | 2
Cc1ccc(NC(=O)CSCC(=O)N2CCN(c3cccc(C(F)(F)F)c3)CC2)cc1 | 10 | -8 | 6 | 2 | -9 | 6 | 6 | -8 | 5 | -1
N#Cc1cnc(Oc2ccc(Cl)cc2)nc1N | 1 | 3 | 13 | -1 | -2 | 3 | 3 | -8 | 2 | 1
O=C(O)c1ccc(NC(=O)C2CCCCC2)cc1 | 2 | 2 | 2 | 1 | -2 | 12 | 3 | 1 | 6 | 4
COCC(C)n1c(C)cc(C(=O)COC(=O)c2n[nH]c3ccccc23)c1C (stereo not drawn) | 16 | -11 | 18 | 2 | -8 | 4 | 4 | -1 | 0 | -1
Cc1cccc(-n2cc(CN3CCN(Cc4nccn4C)CC3)c(-c3cccc(F)c3)n2)c1 | 0 | -6 | -2 | 3 | -1 | -9 | 3 | 2 | 4 | 4
CCC(C)(C)C1CCC2(CC1)NC(=O)N(CC(=O)NCCOc1ccccc1)C2=O (stereo not drawn) | 8 | -2 | -2 | -3 | -6 | -5 | -4 | -4 | -20 | 1
O=C(CN1C(=O)c2cccc3cccc(c23)C1=O)N1CCCCC1 | 7 | 5 | -3 | -65 | 10 | 2 | -4 | -9 | -292 | -6
Cc1nn(-c2ccc(F)cc2)c(Cl)c1C(=O)N(C)CC(=O)Nc1cccc(F)c1 | -1 | 0 | -12 | -4 | 6 | 4 | -8 | -5 | 2 | 5
Cc1nc2sc3c(c2c(=N)n1N)CCCC3 | 8 | 5 | -9 | -4 | 0 | 0 | 0 | -5 | -5 | -1
Cc1ccc(/C=C/C(=O)N2CCN(Cc3ccccc3)CC2)o1 | -10 | 3 | -1 | -1 | 1 | 2 | -3 | 1 | 2 | 0
COc1ccc(CN2C3CCC2CC(NC(=O)c2cc(OC)c(OC)c(OC)c2)C3)cc1 (stereo not drawn) | -18 | -8 | 3 | -5 | -9 | 2 | 5 | -4 | -1 | 4
COc1cccc(CN(C)C(=O)CN2C(=O)NC(c3ccccc3)(c3ccccc3)C2=O)c1 | -5 | -13 | -7 | 2 | -7 | 3 | -6 | -3 | 7 | 4
CC(C)Cc1nnc(NC(=O)CCC(=O)N2CCN(c3ccccc3)CC2)s1 | 2 | 11 | -1 | -3 | 3 | -6 | 4 | -3 | -4 | 2
CCN(Cc1cnn(C)c1)C(=O)c1cc(COc2cc(C)c(Cl)c(C)c2)on1 | -8 | 17 | -3 | 2 | 5 | 8 | 9 | -6 | 9 | 2
O=C(NC1CC2CCCC(C1)N2Cc1ccccc1)c1cccc(Cl)c1 (stereo not drawn) | -3 | -1 | -1 | -2 | -4 | -2 | -3 | -4 | -2 | 2
COC(=O)c1cccc(CSc2nc3ccccc3[nH]2)c1 | 1 | 8 | -3 | -1 | -3 | 5 | 7 | 1 | 5 | 2
Cc1csc(N=Cc2ccc([N+](=O)[O-])o2)n1 | 14 | 4 | -3 | -5 | 16 | 4 | -4 | -16 | -22 | -8
Cc1cc(=O)n(C)c(=O)n1CCCCOc1cccc([N+](=O)[O-])c1 | -4 | -3 | -8 | -2 | 0 | 12 | 0 | 3 | -6 | -1
COc1ccccc1C(CNC(=O)c1cc(C)nc2ccccc12)N(C)C (stereo not drawn) | 2 | -7 | 1 | -2 | -13 | 9 | 3 | -2 | 6 | -1
O=C(Nc1ccccc1)N1CCCC1c1cccs1 (stereo not drawn) | 0 | -1 | -4 | -4 | 3 | -7 | 0 | -4 | -5 | 1
CCc1ccccc1OCC(=O)NC1CCCC1 | -1 | 3 | 4 | 0 | 8 | 3 | 0 | 2 | -1 | -1
COc1ccc(N=c2cc(-c3ccc(OC)cc3)oc3ccccc23)cc1 | -2 | 6 | -5 | -160 | 4 | 0 | 6 | -46 | i | -47
CCCN1C(=O)SC(CC(=O)Nc2ccc(Br)cc2)C1=O (stereo not drawn) | 4 | 4 | 6 | 0 | -8 | 0 | 6 | 1 | 4 | 0
Cc1ccc([N+](=O)[O-])cc1NC(=O)CCCOc1ccccc1 | 3 | -2 | -6 | -1 | -13 | -2 | -1 | 2 | 10 | -1
CC(=O)Nc1ccc(C2NC(=O)c3ccccc3O2)cc1 (stereo not drawn) | -8 | -3 | -6 | -14 | -6 | 1 | 5 | -2 | -56 | -6
CC(=O)Nc1cc([N+](=O)[O-])ccc1N1CCOCC1 | -8 | 11 | 4 | 1 | 3 | 4 | 0 | 2 | -7 | 2
CC(C)(C)c1ccc(C(CC(=O)O)NC(=O)Cc2ccc(Cl)cc2)cc1 (stereo not drawn) | -10 | 12 | -8 | -2 | -3 | 12 | 3 | -4 | -2 | 1
COc1ccc(Nc2nc(Nc3ccc(OC)cc3)nc(SC3=NCCS3)n2)cc1 | 15 | -4 | 4 | 4 | 8 | -9 | -6 | 1 | 17 | 13*
Cc1ccc(C(C(=O)NC2CCCC2)N(Cc2cccs2)C(=O)CNC(=O)c2cccs2)o1 (stereo not drawn) | -10 | -16 | 4 | 9.2* | 2 | 5 | -9 | 6 | 13 | 4
COc1ccc(/C=C/C(=O)NC2CC3CCC2C3)cc1 (stereo not drawn) | -3 | 0 | 6 | -5 | 0 | -3 | 2 | 0 | -7 | -2
CSCCC(NS(=O)(=O)c1ccccc1F)C(=O)NCC(c1ccco1)N(C)C (stereo not drawn) | 9 | -1 | 8 | -2 | 2 | 3 | 0 | -1 | -14 | -1
Cc1cc(NC(=O)c2ccc(Cl)cc2)n(-c2ccccc2)n1 | 7 | 5 | 0 | 0 | 2 | -6 | -9 | -4 | -2 | 0
Clc1ccccc1-c1ccc2ncnc(NCc3cccnc3)c2c1 | 10 | 5 | 6 | -1 | -4 | 5 | -3 | -3 | 1 | 1
Cc1ccc2sc(N(CCN(C)C)C(=O)c3ccc4ccccc4c3)nc2c1C | 14 | -4 | 16 | -4 | -2 | -2 | -1 | -8 | -5 | -2
Cc1c(C(=O)NN)sc(-c2ccccc2)c1C#N | 2 | -12 | 8 | -2 | -5 | -8 | 4 | -16 | -2 | -3
COc1cccc(Cn2nnc(C(=O)NCc3ccc4c(c3)OCO4)c2N)c1 | 4 | 3 | 5 | -1 | 8 | 0 | -3 | 1 | 5 | -1
CCOc1ccc(-n2c(=S)sc3c(=O)n(-c4ccccc4)c(SC)nc32)cc1 | -2 | 4 | 4 | 0 | -1 | -8 | 0 | -4 | -9 | 3
COc1ccc(-c2cc(C(F)F)n3ncc(C(=O)Nc4c(C)n(C)n(-c5ccccc5)c4=O)c3n2)cc1 | -6 | 7 | 0 | -9 | 1 | -5 | 5 | -23 | -17 | -15
COc1ccc(/C=C2\SC(=S)N(CCC(=O)Nc3cccc(O)c3)C2=O)cc1 | 9 | -8 | -12 | -2 | -27 | -5 | -3 | -1 | 6 | -3
Cc1ccc(S(=O)(=O)NC(=O)c2ccc(F)cc2)c(C)c1 | -10 | 6 | -2 | -1 | 5 | 11 | 0 | -5 | 1 | 0
CCOc1ccc(C2C(C#N)=C(N)SC(N)=C2C#N)c(OCC)c1 | 5 | -4 | 6 | -3 | -5 | -4 | -11 | -78 | -8 | -68
O=C(CCCOc1ccc(Cl)cc1Cl)N/N=C/c1ccc(Cl)cc1 | 12 | 4 | 0 | 6 | 7 | -1 | -3 | -3 | 3 | -4
Cc1ccc2c(c1)N(CC(=O)N1CCCC1)C(=O)CO2 | -2 | -1 | 8 | -6 | -1 | -3 | 0 | 1 | -5 | -1
Cc1ccc(F)c(S(=O)(=O)NC(=O)C2(C)CCN2C(=O)Cc2cc(F)ccc2F)c1 (stereo not drawn) | 14 | 5 | 1 | -3 | 0 | -8 | 0 | -1 | -15 | 1
COc1ccccc1-n1nnnc1SCc1ccccc1 | 1 | 2 | 12 | 0 | -3 | 4 | 1 | -4 | 4 | -2

2 of these compounds in a different format.
Molecule: CCc1ccccc1OCC(=O)NC1CCCC1
  ARFGAP1 inh = -1
  TDP2 absorb = 3
  ASAP1 GAP inh = 4
  ADAM17 inh = 0
  SIAE primary = 8
  DDE Tn6 FP inh = 3
  DDE Tn7 FP inh = 0
  PLC-beta3 inh = 2
  ADAM10 inh = -1
  PLC-gamma1 inh = -1
Molecule: Cc1cc(NC(=O)c2ccc(Cl)cc2)n(-c2ccccc2)n1
  ARFGAP1 inh = 7
  TDP2 absorb = 5
  ASAP1 GAP inh = 0
  ADAM17 inh = 0
  SIAE primary = 2
  DDE Tn6 FP inh = -6
  DDE Tn7 FP inh = -9
  PLC-beta3 inh = -4
  ADAM10 inh = -2
  PLC-gamma1 inh = 0
